# DT40 TDP1 no CPT – qHTS for Inhibitors of human tyrosyl-DNA phosphodiesterase 1 (TDP1): qHTS in cells in absence of CPT | DT40 Tdp1-/- hTDP1 cells, no CPT, ATP luminescence, 48 h | Potency, µM (doses to about 46.2 µM), for the others: at the highest dose activity change, negative = growth inhibition, most hits filed as inhibitors | 15% of 420,000 active; active means well fitted inhibition curve with a large enough effect; inconclusive means small, poorly fitted or top-dose-only effect; further: nearly all actives have a fitted effect of over 55% in size
#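 Growth of hTDP1-complemented DT40 Tdp1-knockout cells is measured by ATP luminescence after at least 48 hr compound exposure at 37 °C, with DMSO substituting for the 20 nM CPT used in the parallel screen.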
# * = called active by the depositor; ? = inconclusive. On the % scale 0 is the no-effect control and ±100 the full control effect; potency means the concentration at half of the fitted maximal effect. Only part of the results is shown. The share of hits here may be higher or lower than overall.
structure | DT40 TDP1 no CPT
CCCCN1C[C@H](C)[C@@H](CC(=O)NC)C1=O | -5.8%
COC(=O)c1ccc(-c2cccc3c2OC(CNC(=O)/C=C/c2ccc(OC)c(OC)c2)C3)nc1 (centres undefined) | -20.2%
c1ccc(-c2ccc3c(n2)CCCO3)cc1 | -20.2%
COc1cc2nc(N3CCCN(C)CC3)nc(NC3CCOCC3)c2cc1OC | 7.08µM*
COCCCNC(=O)C[C@@H]1C[C@@]2(C(=O)OC)CC(C)(C)CC=C2N(Cc2ccccc2)C1=O | -9.6%
CC1=C(C(=O)N(C(C)C)C(C)C)CC(CC(=O)NC(c2ccccc2)c2ccccc2)C(=O)N1Cc1ccc(C(C)(C)C)cc1 (centres undefined) | ?
CC(C)NC(=O)C1(C)CN(S(C)(=O)=O)CC(=O)N1CCCN1CCOCC1 (centres undefined) | 8.9%
CNc1nc(Cl)nc2ncn(C)c12 | -2.2%
O=C(CN1CCCC1)Nc1nc(-c2ccc(Cl)cc2)cs1 | 16.4µM*
CC(C)(C)OC(=O)n1cccc1/C=C1\c2ccccc2C(=O)N1c1ccccc1 | ?
CC(C)C[C@@H](CNCC(=O)[C@H](Cc1ccccc1)NC(=O)c1[nH]cnc1C(=O)N[C@@H](C)CN)NC(=O)c1nc[nH]c1C(=O)N[C@@H](CC(=O)O)C(=O)O | -4.2%
Cn1c(CCN2CCCC2)nc2cc(NC(=O)COc3ccc(Cl)cc3)ccc21 | 16.4µM*
CCOC(=O)C1(Cc2ccccc2C#N)CCCCC1=O (centres undefined) | ?
CCN(CC)CCNC(=O)c1ccc(NC(=O)c2cccc(S(=O)(=O)N3CCCCCC3)c2)cc1 | -11.4%
CC/C(=N/NC(=O)c1ccc2c(c1)OCO2)c1ccccc1O | 3.66µM*
CC(C)C[C@H]1CN([C@@H](CC(C)C)CN2CCC[C@H]2CN2C(=O)C(=O)NC[C@@H]2Cc2ccccc2)C(=O)C(=O)N1CCc1ccccc1 | 3.9%
CCN(CC)C(=O)c1cccc(-c2csc(C(NC(C)=O)c3ccc(F)c(F)c3)n2)c1 (centres undefined) | ?
CCN1CCN(C(C(=O)NC2CCCCC2)c2cc3ccccc3o2)CC1 (centres undefined) | -29.9%
O=C(NCc1ccc2c(c1)OCO2)c1cc(-c2ccccc2)nn1CC1CC(c2cccnc2)=NO1 (centres undefined) | -15.5%
CCOc1ccc(OCCC(=O)N(CC)CC(=O)Nc2ccccc2OC)cc1 | ?
Cn1c(N)c(C(=O)COC(=O)c2cc(S(=O)(=O)NCc3ccccc3)ccc2O)c(=O)n(C)c1=O | 12.1%
C#CCN(C[C@H]1[C@H](OC(=O)NCc2ccccc2)[C@H](OC(=O)NCc2ccccc2)C[C@@H](C(=O)OC)[C@H]1C(=O)OC)S(=O)(=O)c1ccc(C)cc1 | -104.9%
Cc1ccc(C)c(N2CCN(C(C(=O)NC3CCCC3)c3ccco3)CC2)c1 (centres undefined) | 11.6µM*
COCCn1c(=S)[nH]c2cc(C(=O)NC3CCCC(C)C3C)ccc2c1=O (centres undefined) | ?
CC1Cc2ccccc2N1CC(=O)Nc1cc(S(=O)(=O)N2CCOCC2)ccc1Cl (centres undefined) | 23.1µM*
COC(=O)c1cccc(CN2C(=O)C(C)Sc3ccc(C#N)cc32)c1 (centres undefined) | ?
COc1cc(NC(=O)c2ccc(-c3ccnn3C)c3ccoc23)cc(OC)c1OC | 20.6µM*
Cc1cccc(C)c1-n1nnnc1C(c1ccnc2ccccc12)N(CCC#N)Cc1ccccc1 (centres undefined) | 10.3µM*
CC1(C(=O)NCc2ccccc2)CN(S(C)(=O)=O)CC(=O)N1CCCn1ccnc1 (centres undefined) | 12.1%
CCN(CC)c1cc2c(c3c1ccn3C)C1CCC2C1 (centres undefined) | ?
Cn1c(N2CCC(C(N)=O)CC2)nc2c1c(=O)n(Cc1ccc(Br)cc1)c(=O)n2C | -22.3%
O=C1Cc2cccc(=O)c(O)c2C(=O)O1 | 11.3%
Nc1ncnc2c1ncn2C1OCC(O)C1O (centres undefined) | 13µM*
O=C(O)C(=O)Nc1cccc(-c2nn[nH]n2)c1 | -5.3%
Cc1cc2c(cc1C)N1C(=O)c3cc4ccccc4cc3NC(=O)C1C(=O)N2 (centres undefined) | ?
CCOC(=O)C1(C)CCCN(C(=O)c2ccc3snnc3c2)C1 (centres undefined) | -4.7%
CCc1nc2ccc(C(=O)NC(C)(C)C)cn2c1N(CC)Cc1cccc(Br)c1 | 16.4µM*
COC(=O)[C@@]12C[C@@H](CC(=O)NCc3cccs3)C(=O)N(Cc3ccco3)C1=CCC(C)(C)C2 | 18.4µM*
COCCC(=O)N1CCCC(C(=O)c2ccccc2SC)C1 (centres undefined) | -38.9%
CCc1cc(C(=O)NCC2Cc3cc(C)cc(-c4cc(C(C)=O)ccc4F)c3O2)n(C)n1 (centres undefined) | ?
CC(C)(C)c1ccc(OCC(O)CNC(=O)c2ccccc2C(=O)O)cc1 (centres undefined) | ?
Nc1cc2c(cc1Br)-c1ccc(F)cc1C2=O | -10.1%
CC1=C(C(=O)N(C)C)CC(CC(=O)NC2CC2)C(=O)N1CCC1=CCCCC1 (centres undefined) | -18.2%
COc1ccccc1-c1cc2c(c(OC)c1)OCCN(C(=O)Cn1nc(-c3ccccc3)c3ccccc3c1=O)C2 | -22.6%
COCC(=O)N(C)C[C@@H]1Oc2ncc(Br)cc2C(=O)N([C@@H](C)CO)C[C@H]1C | -19.1%
CC1(c2nnnn2Cc2ccccc2)CCC(=O)N1CCc1ccc(O)cc1 (centres undefined) | -16.0%
Cc1cc(C)c(NS(=O)(=O)c2ccccc2)c(C)n1 | -26.5%
O=C(Cc1cc(C(F)(F)F)cc(C(F)(F)F)c1)Nc1c(-c2ccccc2)[nH][nH]c1=O | -14.7%
CCC(=O)c1cn(CC(=O)Nc2ccc(F)cc2)c2ccccc12 | -2.2%
Nc1nc2c(ncn2[C@@H]2O[C@H](CNCc3ccc(F)c(N4CCOCC4)c3)[C@@H](O)[C@H]2O)c(=O)[nH]1 | 8.6%
CC1=C(C(=O)N2CCCCCC2)CC(CC(=O)NCCc2ccccn2)C(=O)N1Cc1ccccc1 (centres undefined) | -3.8%
O=C(NCCc1cccc(F)c1)C1CC(O)CN1C(=O)Nc1ccccc1 (centres undefined) | -11.9%
Cc1ccc(S(=O)(=O)N2C[C@H]3n4c(=O)ccc(=O)n4C[C@H](OC(=O)Nc4cccs4)[C@@]3(O)C2)cc1 | ?
Cc1ccc2c(c1C)C(=O)C(=O)N2 | -26.8%
O=C(C[n+]1ccccc1)c1cccc([N+](=O)[O-])c1 | -2.9%
Cc1cccc(CNCCn2cc(C(=O)Nc3ccccc3)nn2)c1 | -11.0%
OC(c1ccc(Cl)c(Cl)c1)c1ncc(-c2ccccc2Cl)[nH]1 (centres undefined) | ?
C=C1C=C(C(F)F)n2ncc(C(=O)Nc3ccc(N(CC)CC)cc3)c2N1 | -25.5%
C[C@H](O)C#Cc1ccc2c(c1)O[C@@H](CN(C)C(=O)c1ccncc1)[C@@H](C)CN([C@H](C)CO)S2(=O)=O | -7.6%
CC(C)(C)NC(=O)C(c1cccc2ccccc12)n1c(=O)c(-c2ccco2)nc2ccccc21 (centres undefined) | ?

# Next section:
structure | DT40 TDP1 no CPT
Cc1ccc(C2C=C(c3ccccc3)Nc3ncnn32)cc1 (centres undefined) | ?
N#Cc1ccc(C(C(=O)Nc2ccc3c(c2)OCCO3)n2c(=O)c(-c3ccco3)nc3ccccc32)cc1 (centres undefined) | -27.2%
O=C(NC1CC1)c1ccc(NC(=O)C2CCCC2)cc1 | -16.7%
CN(C)C1CCC(CC2CCc3ccccc32)CC1 (centres undefined) | ?
Cc1ccccc1CNc1ncnc2c1ncn2[C@@H]1O[C@H](CO)[C@@H](O)[C@H]1O | 11.9µM*
O=C(NCCc1ccccc1)c1ccc2c(c1)S(=O)(=O)c1ccccc1C2=O | 13µM*
O=C(c1ccccc1)N1CCN(c2cc(-c3ccccc3)nc3cc(-c4cccc(Cl)c4)nn23)CC1 | 14.6µM*
CCOC(CNCc1cc(C)c2[nH]c3ccccc3c2c1C)OCC | 11.6µM*
CC1(C(=O)NS(=O)(=O)c2ccc(C#N)cc2)CCN1C(=O)CC1CCCC1 (centres undefined) | 11.1%
CC(=O)n1cc(C=O)c2ccccc21 | -28.3%
CC1CN(C2CCCCC2)C(=S)N(c2ccccc2)C1=O (centres undefined) | -7.5%
CCN(Cc1ccccc1)C(c1ccc(C(F)(F)F)cc1)c1nnnn1C(C)(C)C (centres undefined) | 20.6µM*
CC(=O)c1cccc(OC(=O)c2ccccc2)c1 | 14.2%
CC1(C(=O)Nc2ccc3c(c2)OCO3)CCN1Cc1ccccc1OC(F)F (centres undefined) | ?
CCn1nccc1NC(=O)c1csc([C@@H]2O[C@H](CO)[C@H](O)[C@H](O)[C@H]2O)n1 | 0.6%
O=C(Nc1ccc(F)c(Cl)c1)C1CC2CCC1C2 (centres undefined) | ?
CCc1nc2c(OCCC3CCCCC3)cccn2c1N(C=O)Cc1ccccc1 | ?
C[C@@H]1CN([C@H](C)CO)C(=O)CCCn2cc(nn2)CO[C@H]1CN(C)S(=O)(=O)c1ccccc1C#N | -2.6%
COc1ccc(C(=O)Nc2nc(CC(=O)NCc3c(F)cccc3F)cs2)cc1 | ?
O=C(C(=O)N1CCN(c2ccncc2)CC1)c1cccc(Br)c1 | 14.6µM*
O=S(=O)(CCN1CCCCC1)CCS(=O)(=O)CCN1CCCCC1 | -26.8%
COc1ccc(S(=O)(=O)N(C)C[C@H]2Oc3ncc(Br)cc3C(=O)N([C@@H](C)CO)C[C@@H]2C)cc1 | 11.6µM*
COc1cc2oc3ccc(C#Cc4ccc(N)cc4)cc3c(=O)c2cc1OC | ?
CCCCNC(=O)C1c2ccccc2OCC(=O)N1CCc1ccc(OC)c(OC)c1 (centres undefined) | -28.3%
O=NN(Cc1cccnc1)Cc1cccnc1 | -6.0%
CC1Oc2ccc(C#N)cc2N(Cc2ccc(F)cc2)C1=O (centres undefined) | -27.0%
COC(=O)[C@]12CCCCC=C1N(Cc1ccco1)C(=O)[C@H](CC(=O)NCc1ccccc1)C2 | -23.3%
COc1cccc(/C=C/C(=O)N2CCN(S(=O)(=O)c3ccccc3)CC2)c1 | 20.6µM*
O=C(NC1CCCC1)N[C@@H]1CC[C@@H](CC(=O)N2CCOCC2)O[C@@H]1CO | 8.8%
Cc1ccc(S(=O)(=O)N2CC(O)C[C@H]2C(=O)OCC(=O)N2CCN(c3ccc(F)cc3)CC2)cc1C (some centres undefined) | 4.11µM*
COc1ccc(F)c(CN2CCOc3ccc(CN4CCCCC4CO)cc3C2)c1 (centres undefined) | -18.6%
CCOC(=O)C1(C#N)C(=O)CSC1=Nc1ccccc1Cl (centres undefined) | ?
CNC[C@H]1Oc2cc(Br)ccc2S(=O)(=O)N([C@@H](C)CO)C[C@@H]1C | -24.7%
COc1ccc([C@@H]2C[C@H]3[C@@H](CN2S(=O)(=O)c2ccccc2)C(=O)C[C@@H](c2ccccc2F)N3S(=O)(=O)c2ccc(C)cc2)cc1 | ?
CSCc1ccc(C(=O)OCC(=O)NC2CCCC2)o1 | 4.3%
CC(=O)OC1CCC2(C)C(CCC3C2CC(=O)C2(C)C3CC(C(C(C)=O)C(C)=O)C2C(C)=O)C1 (centres undefined) | ?
COc1nc(-c2ccccc2)nc(-c2ccccc2)c1C | -32.2%
Nc1[nH]c(C(=O)c2ccccc2)c(-c2ccc(C(F)(F)F)cc2)c1C(=O)NCc1ccc(Cl)cc1Cl | ?
COc1cccc(CNC(=O)CCNC(=O)N2CC(=O)Nc3ccccc32)c1 | 5.5%
COc1cc(=O)n2c(c1C(=O)NC(C)c1ccco1)CCN(CC=C(C)C)CC2 (centres undefined) | -5.3%
O=C(NCC1CCCCC1)c1csc([C@@H]2C[C@H](O)[C@@H](CO)O2)n1 | 0.9%
CC(C)C[C@H]1CN(CCCC[C@H]2CNC(=O)C(=O)N2CCc2ccccc2)C(=O)C(=O)N1Cc1ccccc1 | ?
O=C(NCc1ccccc1)C(c1ccc(-c2ccccc2)cc1)n1c(=O)c(-c2ccco2)nc2ccccc21 (centres undefined) | ?
CCc1nc2c(OCC3CCCCC3)cccn2c1N(C)C(=O)c1ccc(C)cc1 | 14.6µM*
CC(=O)Nc1ccc(C(C)=NNC(=O)C2CCCC2)cc1 | -0.8%
COC(=O)[C@H]1C[C@H](OC(=O)NC2CC2)[C@@]2(O)CN(S(=O)(=O)c3ccc(C)cc3)CC2[C@H]1C(=O)OC (some centres undefined) | -4.8%

# Molecules shown so far with a cyano group (8):
structure | DT40 TDP1 no CPT
CCOC(=O)C1(Cc2ccccc2C#N)CCCCC1=O (centres undefined) | ?
COC(=O)c1cccc(CN2C(=O)C(C)Sc3ccc(C#N)cc32)c1 (centres undefined) | ?
Cc1cccc(C)c1-n1nnnc1C(c1ccnc2ccccc12)N(CCC#N)Cc1ccccc1 (centres undefined) | 10.3µM*
N#Cc1ccc(C(C(=O)Nc2ccc3c(c2)OCCO3)n2c(=O)c(-c3ccco3)nc3ccccc32)cc1 (centres undefined) | -27.2%
CC1(C(=O)NS(=O)(=O)c2ccc(C#N)cc2)CCN1C(=O)CC1CCCC1 (centres undefined) | 11.1%
C[C@@H]1CN([C@H](C)CO)C(=O)CCCn2cc(nn2)CO[C@H]1CN(C)S(=O)(=O)c1ccccc1C#N | -2.6%
CC1Oc2ccc(C#N)cc2N(Cc2ccc(F)cc2)C1=O (centres undefined) | -27.0%
CCOC(=O)C1(C#N)C(=O)CSC1=Nc1ccccc1Cl (centres undefined) | ?

# High-throughput results deposited in PubChem by National Center for Advancing Translational Sciences (NCATS).
